Assay outcomes: PubChem, several laboratories
PriA SSB inh: inhibitors of Klebsiella pneumoniae PriA binding to SSB C-terminal tail, primary screen, biochemical, AlphaScreen | PriA–SSB C-terminal tail interaction (Klebsiella pneumoniae) | AlphaScreen SSBct-PriA binding, biotinylated peptide | inhibition, % at 33 µM | 430,000 compounds, 0.6% hits; in the data active means inhibition mostly above about 37%, no sharp cut-off; inactive means mostly below about 20%;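 further: plate controls were negative control peptide for no effect and reference peptide for full effect; strong numbers were not always called active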
Vc quorum ag: inducers of Vibrio cholerae quorum light production without autoinducers, primary screen, BH1578 luxS cqsA deficient, single point; V. cholerae BH1578 lux reporter, luminescence, 6 h; activation, % at 18.7 µM; 350,000 compounds, 0.16% hits; in the data active means activation mostly above about 9.7%, no sharp cut-off; inconclusive means no clear call, values can overlap the other calls; inactive means mostly below about 3.7%; further: not every result past the cut was called active; inactives centre near 0; reference of the scale not given here
VHR inh abs: VHR1 phosphatase inhibitors, primary screen, biochemical, absorbance, uHTS | Dual specificity protein phosphatase 3 (Homo sapiens), P51452 | recombinant VHR phosphatase, pNPP absorbance | inhibition, % at 13.3 µM | 290,000 compounds, 0.52% hits; in the data active means inhibition above about 50%; further: some compounds called inactive have numbers as strong as hits
Target sequence (P51452 whole entry, looked up): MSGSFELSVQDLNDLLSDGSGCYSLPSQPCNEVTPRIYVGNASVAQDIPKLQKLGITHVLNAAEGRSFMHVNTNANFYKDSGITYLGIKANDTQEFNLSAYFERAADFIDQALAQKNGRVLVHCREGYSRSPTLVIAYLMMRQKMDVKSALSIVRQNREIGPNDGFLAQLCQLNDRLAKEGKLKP
TcdB inh: TcdB glycohydrolase inhibitors, primary screen, biochemical, single point, plate reader; 350,000 compounds, 0.24% hits; Toxin B (Clostridioides difficile), P18177; inhibition, % at 9.99 µM; TcdB glycohydrolase enzymatic assay; AID 652162, 2013; in the data active means inhibition above about 10%
Yp Topo-I inh: Yersinia pestis topoisomerase I inhibitors, primary screen, biochemical, cleavage product accumulation, plate reader, single point. DNA topoisomerase I (Yersinia pestis CO92). Y. pestis Topo-I cleavage product accumulation. activity, % at 10 µM. 360,000 compounds, 0.064% hits; in the data active means activity above about 50%, passing the limit was not always enough; inconclusive means no clear call, values can overlap the other calls; further: inactives centre near 2
PfHsp40 yeast: rescue of yeast from PfHsp40 toxicity, primary screen, S. cerevisiae, ATP luminescence. S. cerevisiae expressing PfHsp40, growth rescue. growth rescue, % at 12.5 µM. 340,000 compounds, 0.68% hits; in the data active means growth rescue above about 28%, passing the limit was not always enough; inconclusive means no clear call, values can overlap the other calls;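 further: yeast W303a lacking pdr1 and pdr3 grown in galactose medium; growth measured after three days at 30 °C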
BoNT A protease: BoNT/A light chain protease inhibitors, primary screen, biochemical, flow cytometry, MLPCN library; Botulinum neurotoxin type A light chain protease (Clostridium botulinum A str. ATCC 3502); multiplex microsphere protease substrate cleavage; inhibition, % at 10 µM; 360,000 compounds, 0.17% hits; further: plate controls were buffer without enzyme for full effect and enzyme alone for no effect
3CLpro inhibitor: SARS-CoV 3CLpro protease inhibitors, primary screen, biochemical, quenched FRET; Replicase polyprotein 1ab (Severe acute respiratory syndrome coronavirus), P0C6X7; 290,000 compounds, 0.14% hits; inhibition, % at 6 µM; recombinant SARS-CoV 3CLpro, quenched FRET peptide cleavage; in the data active means inhibition above about 12%
CCHF vOTU inh: CCHFV vOTU protease inhibitors, primary screen, biochemical, Pep-AMC substrate, fluorescence. 370,000 compounds, 0.55% hits. Crimean-Congo hemorrhagic fever virus L polyprotein viral ovarian tumor (vOTU) protease …. inhibition, % at 11.5 µM; in the data active means inhibition above about 30%; further: 0% = vehicle wells with enzyme and 100% = no enzyme wells
Anthrax LF inh2: Bacillus anthracis LF protease inhibitors, primary screen, biochemical, multiplex microsphere, MLPCN library | inhibition, % at 10 µM | 360,000 compounds, 0.12% hits | AID 588501, 2011 | Lethal factor (Bacillus anthracis), P15917 | multiplex microsphere protease cleavage assay; further: plate controls were buffer without enzyme for full effect and enzyme alone for no effect
Target sequence (P15917 whole entry, looked up): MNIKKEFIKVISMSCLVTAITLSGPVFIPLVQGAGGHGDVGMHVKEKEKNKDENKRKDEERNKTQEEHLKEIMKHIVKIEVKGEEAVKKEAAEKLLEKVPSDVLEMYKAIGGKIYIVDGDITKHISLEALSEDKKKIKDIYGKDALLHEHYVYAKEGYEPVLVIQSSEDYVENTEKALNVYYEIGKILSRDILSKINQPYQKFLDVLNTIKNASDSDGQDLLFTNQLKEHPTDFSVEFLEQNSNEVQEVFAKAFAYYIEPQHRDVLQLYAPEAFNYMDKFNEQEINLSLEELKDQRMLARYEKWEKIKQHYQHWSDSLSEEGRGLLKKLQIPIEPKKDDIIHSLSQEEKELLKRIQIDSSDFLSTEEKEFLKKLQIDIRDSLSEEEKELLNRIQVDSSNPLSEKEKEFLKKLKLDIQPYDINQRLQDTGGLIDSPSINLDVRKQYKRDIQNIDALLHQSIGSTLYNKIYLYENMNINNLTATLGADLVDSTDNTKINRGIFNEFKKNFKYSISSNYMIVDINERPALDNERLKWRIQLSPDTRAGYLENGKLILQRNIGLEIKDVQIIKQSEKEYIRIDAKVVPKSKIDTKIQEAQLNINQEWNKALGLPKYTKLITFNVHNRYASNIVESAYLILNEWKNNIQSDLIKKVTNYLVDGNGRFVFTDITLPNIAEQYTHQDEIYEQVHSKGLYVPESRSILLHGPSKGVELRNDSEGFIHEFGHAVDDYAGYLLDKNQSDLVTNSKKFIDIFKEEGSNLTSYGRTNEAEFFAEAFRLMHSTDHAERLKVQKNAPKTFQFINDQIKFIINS
The depositor's hits bear a star; i = inactive; u = inconclusive; x = not tested or not shown; & = joins results of further samples. Unless noted, no stated cut-off is given here; in the data, active means inhibition above about 30%; inconclusive means no clear call, values can overlap the other calls; inactive means below that.

Screens by letter: A = PriA SSB inh; B = Vc quorum ag; C = VHR inh abs; D = TcdB inh; E = Yp Topo-I inh; F = PfHsp40 yeast; G = BoNT A protease; H = 3CLpro inhibitor; I = CCHF vOTU inh; J = Anthrax LF inh2
SMILES: O=C(COC(=O)/C=C/c1cccc(C(F)(F)F)c1)NCc1ccc(F)cc1
  A: 1	B: -0.3	C: 10	D: x	E: -13	F: 0.5	G: 0.3	H: 1	I: -2	J: -3
SMILES: CC(C)(C)n1nc2c(c1NC(=O)c1cc(Cl)ccc1[N+](=O)[O-])CS(=O)(=O)C2
  A: -9&2	B: -5.9	C: 5	D: 0.8	E: -1	F: -0.7	G: -1.7	H: 2	I: 5	J: -2
SMILES: O=C(NC1CCCCC1)c1cccc(OCc2ccccc2)c1
  A: -4	B: i	C: 31	D: -0.9	E: 33	F: -0.1	G: 1.2	H: -1	I: 0	J: -1
SMILES: C[C@H](O)[C@@H]1C(=O)N2CCc3c([nH]c4ccccc34)[C@@H]2C[C@@H]1N(C)Cc1ccc2c(c1)OCO2
  A: x	B: -2.1	C: x	D: 2.0	E: 5	F: x	G: -0.3	H: x	I: -32	J: -2
SMILES: COCCNC(=S)N1CCN(c2nc3ccccc3s2)CC1
  A: -4	B: 0.1	C: -5	D: 1.6	E: -17	F: 0.1	G: -0.6	H: 2	I: 2	J: -1
SMILES: COc1ccc(-c2cc(C(F)(F)F)n3nc(C(=O)Nc4cc(C)on4)cc3n2)cc1OC
  A: -9	B: i	C: -12	D: x	E: -5	F: -0.6	G: 1.1	H: -3	I: -1	J: 0
SMILES: CCOC(=O)C1=C(COC(=O)C2CC(=O)N(c3ccccc3CC)C2)NC(=O)NC1C (stereo not drawn)
  A: x	B: -0.5	C: x	D: -1.3	E: -4	F: x	G: 0.1	H: x	I: -3	J: -1
SMILES: CC(C)(C)n1nc2c(c1NC(=O)COc1ccccc1F)CS(=O)(=O)C2
  A: 2&-16&-7	B: i	C: 19	D: 0.2	E: -2	F: 0.7	G: 0.8	H: -1	I: 6	J: 2
SMILES: CCOC(=O)C1=C(C)OC(N)=C(C(=O)OC)C12C(=O)Nc1ccc(Br)cc12 (stereo not drawn)
  A: -4	B: i	C: 22	D: x	E: 6	F: -1.4	G: -0.4	H: 2	I: 12	J: -4
SMILES: Cc1ccc(N2C(N)=C(C#N)C(c3cccnc3)C3=C2CCCC3=O)cc1 (stereo not drawn)
  A: 16	B: i	C: 7	D: x	E: 6	F: -0.7	G: -0.4	H: -4	I: 9	J: 4
SMILES: O=C(COC(=O)/C=C/c1ccc(C(F)(F)F)cc1)Nc1ccc2[nH]c(=O)[nH]c2c1
  A: -4	B: i	C: x	D: 1.5	E: 6	F: -1.0	G: 0.9	H: x	I: -7	J: -8
SMILES: CCC1CCc2sc(C(=O)NNC(=O)c3ccncc3)cc2C1 (stereo not drawn)
  A: -14	B: -2.4	C: x	D: -1.5	E: 1	F: -1.1	G: 1.1	H: x	I: 7	J: -3
SMILES: CC(C)CNC(=O)C1(C)CCCN1C(=O)C(C)(C)Oc1ccc(Cl)cc1 (stereo not drawn)
  A: x	B: i	C: x	D: 0.0	E: -8	F: x	G: 0.5	H: x	I: 6	J: -2
SMILES: CCCSc1ccc([C@@H]2[C@H]3C(=O)N(CC)C(=O)[C@H]3[C@]3(C(=O)OC)CCCCN23)cc1OC
  A: -2	B: 3.7	C: x	D: -4.7	E: 21	F: 0.3	G: -0.4	H: x	I: 11	J: -1
SMILES: CCc1cc(-c2[nH]ncc2-c2nc3ccccc3n2C)c(O)cc1O
  A: 13	B: -4.8	C: -4	D: 6.2	E: 7	F: -2.4	G: -0.4	H: -3	I: 7	J: 8
SMILES: O=C1NCN(CCO)CN1
  A: -14	B: -0.6	C: 15	D: 1.2	E: 2	F: -1.0	G: -0.7	H: 1	I: 5	J: 0
SMILES: Cc1cc(C)nc(NCC(O)CNc2ccccc2Cl)n1 (stereo not drawn)
  A: -14	B: i	C: -5	D: x	E: 14	F: 0.1	G: -1.7	H: 0	I: -2	J: -4
SMILES: NS(=O)(=O)c1ccc(CCNC(=O)CSc2nc3ccccc3c(=O)n2CCN2CCOCC2)cc1
  A: -7	B: i	C: -7	D: -0.1	E: -8	F: -0.3	G: 0.4	H: 3	I: -2	J: -2
SMILES: COc1ccc(C(C(=O)NCC2CCCO2)N(C(=O)Cn2nnc3ccccc32)c2ccc(NC(C)=O)cc2)cc1 (stereo not drawn)
  A: 0	B: -2.2	C: 2	D: -0.6	E: 4	F: 3.3	G: -3.9	H: 35*	I: 9	J: 0
SMILES: Cc1nn(CC(C)C)c(Cl)c1C(=O)N(C)CC(=O)Nc1c(Cl)cccc1Cl
  A: 5	B: -14	C: -2	D: 1.1	E: 6	F: -0.3	G: -2.4	H: 3	I: -1	J: -8
SMILES: Cc1cccc(-n2ccc(=O)c(C(=O)Nc3ccc(S(=O)(=O)Nc4nccs4)cc3)n2)c1
  A: 9	B: i	C: 1	D: 0.9	E: -4	F: -1.1	G: -0.1	H: 1	I: 10	J: -2
SMILES: CCOc1ccc(C(=O)Nc2cc(-c3nc4ccccc4[nH]3)ccc2C)cc1[N+](=O)[O-]
  A: 10	B: -0.4	C: 7	D: x	E: 11	F: 0.0	G: 0.6	H: 2	I: 12	J: 0
SMILES: COc1ccc(C(=O)C[N+]2(C)CCOCC2)cc1
  A: -8	B: i	C: 17	D: 0.7	E: -4	F: 0.9	G: -4.9	H: 4	I: 4	J: -52
SMILES: CC(C)C(=O)NC(=S)NCC(=O)c1ccccc1
  A: -7	B: 0.3	C: 24	D: -0.3	E: -4	F: 0.6	G: 0.9	H: 6	I: 4	J: -5
SMILES: COCCN(CC(=O)Nc1cccc(C)c1C)C(=O)C1(c2ccc(Cl)cc2)CCC1
  A: -1	B: -0.3	C: x	D: -0.7	E: 14	F: -0.1	G: 0.2	H: x	I: 8	J: -5
SMILES: CC(=O)NC(Cc1ccccc1F)C(=O)NC1CCN(c2ncccc2[N+](=O)[O-])CC1 (stereo not drawn)
  A: -5	B: -0.1	C: -5	D: 1.0	E: 1	F: -1.4	G: -1.3	H: 4	I: -6	J: 4
SMILES: CCCNC(=O)CNC(=O)c1ccc(C#N)cc1
  A: -16	B: i	C: x	D: 2.2	E: -14	F: -1.2	G: 0.6	H: x	I: -2	J: 3
SMILES: COc1ccc(CCNC(=O)c2cccn2C)cc1
  A: -1	B: -0.2	C: -16	D: 0.2	E: -2	F: 0.0	G: 0.0	H: -3	I: -2	J: 0
SMILES: OC[C@@H]1CN(Cc2ccc(F)cc2)C[C@H](n2cnc3c(NCc4ccco4)ncnc32)O1
  A: x	B: 0.8	C: x	D: 0.7	E: 12	F: x	G: 0.0	H: x	I: 9	J: 0
SMILES: Cc1ccc(OCC(=O)NC(=S)Nc2cccc(C)n2)cc1
  A: -1	B: i	C: 0	D: x	E: 7	F: -1.7	G: 0.1	H: -6	I: -23	J: 2

New compounds follow.
Below each SMILES – PriA SSB inh | Vc quorum ag | VHR inh abs | TcdB inh | Yp Topo-I inh | PfHsp40 yeast | BoNT A protease | 3CLpro inhibitor | CCHF vOTU inh | Anthrax LF inh2
COC(=O)C1C(=O)CC(C)(O)C(C(=O)OC)C1c1ccc2c(c1)OCO2 (stereo not drawn)
 : 7 | i | 22 | x | -1 | -0.7 | 0.5 | 1 | -5 | 0
C=CCn1c(COc2cccc(C)c2)nnc1SCC(=O)c1c[nH]c2c(CC)cccc12
 : -10 | i | 28 | x | 5 | -1.1 | 0.4 | 1 | -1 | -1
C[C@H]1O[C@@H](OC2CC[C@]3(C=O)[C@H]4CC[C@]5(C)[C@@H](C6=CC(=O)OC6)CC[C@]5(O)[C@@H]4CC[C@]3(O)C2)CC2OC(C)(C)OC21 (stereo partly drawn)
 : -12 | i | 6 | -0.5 | 29 | 0.7 | 1.2 | -4 | -11 | 1
CCCOc1ccc(C2c3c(oc4cc(C)c(C)cc4c3=O)C(=O)N2CCCN2CCOCC2)cc1 (stereo not drawn)
 : 7 | -0.2 | -16 | 1.7 | 6 | 0.2 | -0.1 | 2 | 4 | -5
Cc1ccnc(NCc2ccc(Br)cc2)c1
 : 4 | i | 40 | 0.8 | 4 | -1.2 | -0.7 | -4 | 10 | -2
Cc1cc(C(F)(F)F)nc(SCC(=O)Nc2ccccc2)n1
 : -5 | i | 14 | -0.2 | 0 | 0.8 | u | 1 | -1 | -1
Cc1cccc(/C(N)=N/OC(=O)c2ccc(F)cc2)c1
 : x | -0.4 | -5 | x | -1 | -0.7 | -0.8 | -1 | 14 | 1
O=C(CN1CCN(S(=O)(=O)c2cc(Cl)ccc2Cl)CC1)Nc1ccc2c(c1)OCCO2
 : 3 | -0.4 | 6 | x | 23 | 0.3 | 0.1 | 5 | 9 | -3
CCOC(=O)c1nn(-c2ccccc2)c2nc(-c3ccc(OC)cc3)c(C#N)c(=O)n12
 : -11 | -0.6 | 1 | 0.7 | 1 | -1.2 | -0.3 | 3 | -15 | -2
COc1cccc(/C=C2\SC(=S)N(CC(=O)N(C)C3CCS(=O)(=O)C3)C2=O)c1 (stereo not drawn)
 : 6 | i | 20 | 1.1 | 0 | -1.5 | 0.7 | 10 | 14 | 4

Some of these compounds in order of molar mass, ascending.
Below each SMILES – PriA SSB inh | Vc quorum ag | VHR inh abs | TcdB inh | Yp Topo-I inh | PfHsp40 yeast | BoNT A protease | 3CLpro inhibitor | CCHF vOTU inh | Anthrax LF inh2
Cc1cccc(/C(N)=N/OC(=O)c2ccc(F)cc2)c1
 : x | -0.4 | -5 | x | -1 | -0.7 | -0.8 | -1 | 14 | 1
Cc1ccnc(NCc2ccc(Br)cc2)c1
 : 4 | i | 40 | 0.8 | 4 | -1.2 | -0.7 | -4 | 10 | -2
COC(=O)C1C(=O)CC(C)(O)C(C(=O)OC)C1c1ccc2c(c1)OCO2 (stereo not drawn)
 : 7 | i | 22 | x | -1 | -0.7 | 0.5 | 1 | -5 | 0
O=C(CN1CCN(S(=O)(=O)c2cc(Cl)ccc2Cl)CC1)Nc1ccc2c(c1)OCCO2
 : 3 | -0.4 | 6 | x | 23 | 0.3 | 0.1 | 5 | 9 | -3
CCCOc1ccc(C2c3c(oc4cc(C)c(C)cc4c3=O)C(=O)N2CCCN2CCOCC2)cc1 (stereo not drawn)
 : 7 | -0.2 | -16 | 1.7 | 6 | 0.2 | -0.1 | 2 | 4 | -5
C[C@H]1O[C@@H](OC2CC[C@]3(C=O)[C@H]4CC[C@]5(C)[C@@H](C6=CC(=O)OC6)CC[C@]5(O)[C@@H]4CC[C@]3(O)C2)CC2OC(C)(C)OC21 (stereo partly drawn)
 : -12 | i | 6 | -0.5 | 29 | 0.7 | 1.2 | -4 | -11 | 1

These rows are one share of the data; the hit share may differ from the screen's.
